# Compound activity from PubChem.
# D2 antag = HTS Assay for Allosteric Antagonists of the Human D2 Dopamine Receptor: Primary Screen for Antagonists. D(2) dopamine receptor (Homo sapiens), P14416. HEK293 TREx D2 cells, calcium flux, dopamine EC80. inhibition, % at 10 µM. actives 2% (n = 340,000); in the data active = inhibition above about 30%; also: 0% is about no effect
#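 Compounds are added to dye-loaded, induced HEK293 T-REx cells coupled to calcium release via D2; after a 3 min kinetic read an EC80 dopamine stimulus is given and fluorescence is recorded for 3 more min.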
# D2 potentiator = HTS Assay for Positive Allosteric Modulators of the Human D2 Dopamine Receptor: Primary Screen for Potentiators; D(2) dopamine receptor (Homo sapiens), P14416; HEK293 T-REx D2, calcium flux, EC20 dopamine potentiation; potentiation, % at 10 µM; actives 0.34% (n = 340,000);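 active = potentiation over 3 SD above the plate norm, cut at about 30% in these data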; also: 0% is about no effect
#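 Potentiation of an EC20 dopamine calcium response is measured in a force-coupled, tetracycline-inducible Hek293 Trex D2 line. Compound-only kinetic reads over 180 s flag agonists before dopamine addition.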
# TRHR ag = qHTS for Small Molecule Agonists and Allosteric Enhancers of Human TRH Receptor: Primary Screen for Agonists; actives 0.18% (n = 360,000); AID 493084, 2011; TRHR cells, calcium flux fluo-8, FDSS agonist mode; activation, % at 2 µM; Thyrotropin-releasing hormone receptor (Homo sapiens), P34981; also: 0% is about no effect
# Target sequence (P34981 whole entry, looked up): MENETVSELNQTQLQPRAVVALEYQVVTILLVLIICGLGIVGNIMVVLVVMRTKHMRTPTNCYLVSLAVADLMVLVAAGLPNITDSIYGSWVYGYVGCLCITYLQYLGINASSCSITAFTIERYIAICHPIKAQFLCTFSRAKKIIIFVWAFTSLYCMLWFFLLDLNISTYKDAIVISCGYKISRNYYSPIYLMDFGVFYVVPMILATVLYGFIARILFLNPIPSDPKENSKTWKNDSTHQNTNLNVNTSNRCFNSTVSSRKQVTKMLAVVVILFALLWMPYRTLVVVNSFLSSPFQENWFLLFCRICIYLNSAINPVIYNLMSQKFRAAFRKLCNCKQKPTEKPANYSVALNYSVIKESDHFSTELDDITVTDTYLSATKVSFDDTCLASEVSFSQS
#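 In this calcium-flux screen, cells bearing human TRHR are dye-loaded with fluo-8, baselined for 10 cycles, then exposed to library compounds; positive kinetic calcium responses during the agonist phase mark hits, with TRH as control.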
# D2 agonist = HTS Assay for Allosteric Agonists of the Human D2 Dopamine Receptor: Primary Screen for Agonists; D(2) dopamine receptor (Homo sapiens), P14416; HEK293 T-REx D2 cells, calcium flux agonist mode; activation, % at 2 µM; actives 0.53% (n = 340,000);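 active = activation over 3 SD above normal in the single-dose calcium agonist read, cut at about 30% in these data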; also: 0% is about no effect
#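 Tetracycline-induced HEK293 Trex cells with D2 receptor force-coupled to calcium signaling, plated overnight at 30 C and loaded with no-wash calcium dye. Calcium flux read kinetically for 180 s after compound addition; responses flag agonists.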
# TRHR enhancer = qHTS for Small Molecule Agonists and Allosteric Enhancers of Human TRH Receptor: Primary Screen for Enhancers. TRHR cells, fluo-8 calcium fluorescence, EC20 TRH enhancement. enhancement, % at 2 µM. actives 0.66% (n = 360,000). Thyrotropin-releasing hormone receptor (Homo sapiens), P34981; in the data active = enhancement above about 30%; also: 0% is about no effect
#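 Enhancer read-out: after compound pinning and an initial kinetic agonist-mode read, an EC20 of TRH (10 nM final) was injected and fluo-8 calcium signal (Ex 480/Em 530) followed at 1 s/cycle for 100 cycles in TRHR-expressing cells.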
# RXFP1 antagonist = qHTS Assay for Antagonists of the Relaxin Receptor RXFP1; Relaxin receptor 1 (Homo sapiens), Q9HBX9; HEK293-RXFP1, relaxin-stimulated cAMP HTRF, 30 min; active compounds read low; activity change, negative = inhibition, % at 57.5 µM; actives 0.59% (n = 350,000); AID 1259400, 2018;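 active = activity change of -60% or lower, but not beyond a set lower limit; inconclusive = change between -60% and -40%, or beyond the set limit; inactive = change above -40%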; also: % is scaled to controls: 0 for no effect and ±100 for the full control effect
# D1 antagonist = Antagonist of Human D 1 Dopamine Receptor: qHTS; D(1A) dopamine receptor (Homo sapiens), P21728; HEK293 TREx D1 cells, calcium flux, dopamine EC80; active compounds read low; activity change, negative = inhibition, % at 10 µM; actives 3.2% (n = 360,000); in the data active = activity change below about -30%; also: % is scaled to controls: 0 for no effect and ±100 for the full control effect
# Target sequence (P21728 whole entry, looked up): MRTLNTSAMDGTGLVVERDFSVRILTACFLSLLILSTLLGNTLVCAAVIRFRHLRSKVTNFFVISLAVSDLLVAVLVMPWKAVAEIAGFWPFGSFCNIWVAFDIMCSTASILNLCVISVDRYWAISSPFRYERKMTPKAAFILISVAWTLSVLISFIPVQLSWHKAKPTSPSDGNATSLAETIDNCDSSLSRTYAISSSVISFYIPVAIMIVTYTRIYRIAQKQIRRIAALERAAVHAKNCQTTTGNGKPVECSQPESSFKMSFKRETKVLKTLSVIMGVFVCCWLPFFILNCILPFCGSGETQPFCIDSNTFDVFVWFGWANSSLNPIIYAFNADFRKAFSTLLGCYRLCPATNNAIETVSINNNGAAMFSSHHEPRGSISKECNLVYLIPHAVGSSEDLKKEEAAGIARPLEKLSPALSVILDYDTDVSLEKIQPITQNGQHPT
#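 After overnight tetracycline induction at 30 C, force-coupled D1 HEK293 cells took up a no-wash calcium dye at room temperature. Compounds were added and monitored 180 s, and the response to EC80 dopamine was then recorded.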
# D1 PAM = Potentiators of Human D1 Dopamine Receptor: qHTS | potentiation, % at 10 µM | HEK293 TREx D1 cells, calcium flux, dopamine EC20 potentiation | actives 0.036% (n = 360,000) | D(1A) dopamine receptor (Homo sapiens), P21728; in the data active = potentiation above about 30%; also: 0% is about no effect
# D1 ag = Allosteric Agonists of the Human D1 Dopamine Receptor: qHTS | D(1A) dopamine receptor (Homo sapiens), P21728 | HEK293 T-REx D1 cells, calcium flux, agonist mode | activation, % at 2 µM | actives 1% (n = 360,000) | AID 504660, 2011; also: 0% is about no effect
#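 Agonism was scored from calcium flux recorded over 180 s (1 read/s) after pintool compound addition, following a 10-cycle baseline. Cells were inducible force-coupled HEK293 TREx D1, plated overnight at 30 C and loaded with no-wash calcium dye.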
# * = called active by the depositor; ? = inconclusive; / = not tested or not shown. Rule as the data show it, unless noted: active = activation above about 30%; inactive = the rest. Random draw from the library. About 7.1% of those tested had a hit in this group.
SMILES,D2 antag,D2 potentiator,TRHR ag,D2 agonist,TRHR enhancer,RXFP1 antagonist,D1 antagonist,D1 PAM,D1 ag
Cc1cc(=O)oc2c(C)c(OC(C)C(=O)NCCN3CCOCC3)ccc12 (configuration not stated),0,-1,0.1,0.8,24,-2,8,-3,4
CCOC(=O)C=C(C(=O)OCC)C(=O)OCC,5,6,0.9,0.4,-4,0,-12,-5,0
COc1cc(/C=N/NC(=O)C2CCN(CC(O)COCc3ccccc3)CC2)cc(OC)c1OC (configuration not stated),14,-18,0.3,0.4,-3,-11,7,-2,3
COc1ccc(C2c3ccc(O)cc3Oc3ncn(Cc4ccccc4)c(=N)c32)cc1OC (configuration not stated),-15,-5,0.6,0.1,-1,3,4,5,5
CN(CC(=O)N1CCCCCC1)S(=O)(=O)c1ccccc1,-3,0,-0.3,-0.4,4,4,-3,-7,5
CCCC1Cc2c(sc3nc(SC)nc(N)c23)CO1 (configuration not stated),13,2,-0.2,-0.1,1,-3,-5,-12,1
CCC(C)c1ccc(NC(=S)NCc2cccs2)cc1 (configuration not stated),-5,4,-0.1,-0.2,0,-16,-18,-1,4
Cc1ccc(CNC(=O)CN(C)S(=O)(=O)c2ccc3c(c2)n(C)c(=O)c(=O)n3C)cc1,4,2,-1.1,0.4,2,-68*,0,1,1
COc1cc(/C=N/NC(=O)c2ccccc2O)ccc1OC(=O)CC1SC(=O)NC1=O (configuration not stated),-17,7,-0.2,0.2,3,12,-7,1,1
O=C1CCN(C(=O)c2cccs2)c2ccccc21,8,-6,0.7,3.4,12,-7,19,-1,1
CC1=C(C(=O)Nc2cc(C)cc(C)c2)C2(CCCCC2)OC1=O,/,4,-0.2,0.0,4,2,0,-3,3
CN(C)S(=O)(=O)c1cccc(NC(=S)NNC(=O)c2cc3ccccc3cc2O)c1,56*,-23,0.1,72*,9,?,-6,/,3
COC(=O)C(Cc1ccc(O)cc1)NC(=O)CCc1nc2ccccc2s1 (configuration not stated),-9,10,1.0,0.6,-16,-5,-2,-5,14
O=C(Nc1ccc(N2CCOCC2)cc1)c1ccc2c(c1)OCO2,4,-3,1.4,1.2,-4,-15,-1,-1,1
CC(C)C[C@H](NC(=O)c1[nH]cnc1C(=O)Nc1ccccc1)C(=O)OC(C)(C)C,8,-12,-0.1,-0.4,-1,/,-1,-7,1
Cc1ccc(/C=N/n2cnc3sc(-c4ccccc4)cc3c2=O)o1,-6,-2,0.1,0.2,10,6,-7,-4,2
Cc1ccc(C(=O)/C=C/c2ccco2)c(O)c1,1,9,-0.1,0.3,1,-25,2,-1,0
Cc1ccc(S(=O)(=O)N2CCOCC2)cc1NC(=O)CN(C)C1CCS(=O)(=O)C1 (configuration not stated),23,-6,0.1,2.5,-2,0,7,-4,3
CN1C(=O)C(C)(C)c2cc(S(=O)(=O)NCc3ccc(Cl)cc3)ccc21,25,-4,0.1,-0.1,-5,1,-6,-10,0
CCC(C)NC(=O)Cn1nc([N+](=O)[O-])c(Cl)c1C (configuration not stated),-6,-8,-0.2,0.8,16,1,-12,-3,0
Cc1csc2nc(COc3ccccc3NC(=O)c3ccc(C(C)(C)C)cc3)cc(=O)n12,/,8,-1.1,-0.6,17,/,-8,0,1
CC(C)[C@H](NC(=O)N1CC(=O)Nc2ccccc21)C(=O)N[C@@H](Cc1ccccc1)C(=O)O,-7,15,-0.1,0.3,-8,/,12,0,1
CCOC(=O)Cc1ccc(NC(=O)N2CCC(CN3CCC(C)CC3)CC2)cc1,/,6,1.0,1.1,4,-3,2,0,-1
Cc1ccc(SCC(=O)NC2CC3CCC(C2)N3C)cc1 (configuration not stated),-10,2,0.1,-0.7,0,-6,-19,6,4
Cc1cc(S(=O)(=O)N2CCCC2)ccc1OCC(=O)N1CCOCC1,/,/,0.1,/,0,0,-2,1,1
CCN(CC)C(=O)c1cn(CC)c(=O)c2cc(OC)c(OC)cc12,1,-9,0.8,0.3,-3,-15,-8,-2,1
COc1ccc(C2=NN(CN3C(=O)C(=O)c4ccccc43)C(c3ccc(OC)cc3)C2)cc1 (configuration not stated),-16,19,0.5,2.4,-6,-3,1,-1,2
C=CCN(C(=O)c1csnn1)C(C(=O)NC1CCCCC1)c1ccc(Cl)cc1 (configuration not stated),0,-5,0.3,-2.3,-4,-9,9,/,0
CC1(C)CC(=O)C(C=Nc2ccc(O)c(N=CC3=C(O)CC(C)(C)CC3=O)c2)=C(O)C1,-25,13,-1.2,0.5,4,-5,28,-1,1
COc1cc(CN2CCC(C(=O)N3CCN(c4ccccc4F)CC3)CC2)ccc1O,39*,-21,0.5,39*,1,11,-12,-6,6
CCCC1OC23CCCCC2C(C#N)(C(=N)O3)C1(C#N)C#N (configuration not stated),8,0,1.1,0.9,-1,-3,-3,-5,3
CCOC(=O)C1CCCN(S(=O)(=O)c2ccc(OC)cc2)C1 (configuration not stated),-1,5,0.7,-0.4,-10,39,-13,-2,0
CCCCSc1nc2c(cc1C#N)CCC2,/,/,-2.2,/,2,20,-6,2,2
COc1ccc(OC)c(NC(=O)COc2ccc3c(c2)CCC3)c1,18,-4,0.5,-0.5,8,-9,-13,/,3
COC(=O)C(CC(=O)c1ccc(Br)cc1)n1nc(C)cc1C (configuration not stated),-10,-8,0.2,-0.9,3,-33,-11,-2,3
Cc1cccc(NC(=O)CSc2nc(NS(=O)(=O)c3ccccc3)cc(=O)[nH]2)c1,-12,5,-0.8,-0.9,7,/,20,0,6
CC(C)C(=O)NC(c1ccccc1Cl)c1c(O)ccc2ccccc12 (configuration not stated),-10,-2,-0.5,-0.8,0,12,-2,2,-1
CCOC(=O)Nc1ccc2c(c1)Sc1ccccc1N2C(=O)CCN1CCOCC1,11,2,-0.4,0.0,-1,-5,-3,3,1
Cc1ccc(C(=O)N2CCN(C)CC2)cc1S(=O)(=O)N1CCOCC1,-10,18,0.0,-0.4,1,1,6,-7,5
CC12CC3CC(C)(C1)CC(C(O)CN1CCOCC1)(C3)C2 (configuration not stated),/,/,1.0,/,-2,1,-5,4,6

# Brought forward from above: 2 compounds; new compounds follow.
SMILES,D2 antag,D2 potentiator,TRHR ag,D2 agonist,TRHR enhancer,RXFP1 antagonist,D1 antagonist,D1 PAM,D1 ag
Cc1ccc(C(=O)N2CCN(C)CC2)cc1S(=O)(=O)N1CCOCC1,-10,18,0.0,-0.4,1,1,6,-7,5
CC12CC3CC(C)(C1)CC(C(O)CN1CCOCC1)(C3)C2 (configuration not stated),/,/,1.0,/,-2,1,-5,4,6
CCOC(=O)c1ccc(NC(=O)CN2CCN(c3ccccc3)CC2)cc1,62*,-17,0.0,65*,2,3,-1,3,1
COC(=O)c1ccc(NC(=S)N2CCN(C(=O)c3ccco3)CC2)cc1,1,-11,-0.1,7.0,5,-12,1,-4,-1
COc1ccc(CNC(=O)CSc2ncc3c(n2)-c2ccc(Cl)cc2N(Cc2ccc(F)cc2)S3(=O)=O)cc1OC,/,11,-0.6,0.3,-1,/,15,-1,0
CCn1c(=O)n(-c2ccc(C)c(F)c2)c(=O)c2sc3ccccc3c21,/,3,0.2,/,-11,/,-1,-2,1
O=C(NCCN1CCCCC1)c1c(O)c2ccccc2[nH]c1=O,9,-9,1.3,-0.7,3,-12,-14,-5,1
N#Cc1cc2c(=O)n3ccccc3nc2n(CCCN2CCOCC2)c1=O,3,10,-0.4,0.3,0,9,2,-1,2
Cc1ccccc1-n1nc(SCC(=O)O)sc1=S,4,1,0.4,-2.0,0,-4,32,-12,3
CCC(=O)c1ccc(N2CCC(C)CC2)c(F)c1,-4,4,0.0,0.8,-2,1,2,-5,1
COc1ccc(C2=Nc3cc(C)ccc3OC2)cc1,-12,0,0.2,0.5,2,3,13,-2,3
Cn1c(N)c(C(=O)COC(=O)C23CC4CC(CC(C4)C2)C3)c(=O)n(C)c1=O,22,-2,1.1,0.7,-8,-8,16,4,4
CCN(CC)CCCNC(=O)C1c2cc(OC)c(OC)cc2C(=O)N(C)C1c1cccnc1 (configuration not stated),3,/,1.2,-0.3,-3,2,-5,2,1
CCCOc1ccc(Oc2ccc(S(=O)(=O)N3CCN(C)CC3)cn2)cc1,26,5,0.1,0.0,-6,-12,-37*,-3,5
Cc1nn(C(C)C(=O)NCCCN(Cc2ccccc2)C(C)C)c(=O)c2c1sc1ccccc12 (configuration not stated),-18,-7,-0.6,0.0,1,-15,-8,0,0
O=C(NCCN1CCOCC1)C1CCN(c2ncnc3c2sc2cccc(F)c23)CC1,/,6,-0.8,/,10,/,-7,/,4
CC(=O)c1ccc(NC(=O)CN(C)CC(=O)Nc2cccc(F)c2)cc1,-13,-2,-0.1,-0.1,8,-8,12,-11,0
Cc1nc(Cl)sc1C(=O)Nc1cccc2ccccc12,-8,-3,-0.1,-0.2,0,3,-9,-8,0
Cc1cc(=O)[nH]c(=S)n1-c1ccccc1,-4,/,1.2,0.9,6,-16,6,-6,3
COc1ccc(NC(=O)Cn2c(C)cc(=O)c3cccc(OC)c32)cc1,1,-1,0.1,3.1,6,-7,-10,-3,2
COc1ccccc1/C=N/NC(=O)CNC(=O)c1ccc(S(=O)(=O)N(C)C)cc1,11,-8,0.1,0.7,-3,13,18,12,6
Cc1cc(=O)oc2c3c(cc(OCC(=O)N[C@@H](CC(C)C)C(=O)O)c12)OC(C)(C)CC3,-3,13,0.6,-2.1,3,-13,-2,0,4
COc1ccc2c(c1OC)C(=O)OC2Nc1ncc(Br)cc1Br (configuration not stated),10,12,0.2,0.5,-3,1,-8,-2,10

# A second format for some results above:
# Each structure is followed by: D2 antag	D2 potentiator	TRHR ag	D2 agonist	TRHR enhancer	RXFP1 antagonist	D1 antagonist	D1 PAM	D1 ag
Cc1nc(Cl)sc1C(=O)Nc1cccc2ccccc12
  -8	-3	-0.1	-0.2	0	3	-9	-8	0
Cc1cc(=O)[nH]c(=S)n1-c1ccccc1
  -4	/	1.2	0.9	6	-16	6	-6	3
COc1ccc(NC(=O)Cn2c(C)cc(=O)c3cccc(OC)c32)cc1
  1	-1	0.1	3.1	6	-7	-10	-3	2
COc1ccccc1/C=N/NC(=O)CNC(=O)c1ccc(S(=O)(=O)N(C)C)cc1
  11	-8	0.1	0.7	-3	13	18	12	6
Cc1cc(=O)oc2c3c(cc(OCC(=O)N[C@@H](CC(C)C)C(=O)O)c12)OC(C)(C)CC3
  -3	13	0.6	-2.1	3	-13	-2	0	4
